Screens (PubChem BioAssay)
AmpC detergent – qHTS Inhibitors of AmpC Beta-Lactamase (assay with detergent); P00811; AmpC hydrolysis of nitrocefin, absorbance 480 nm, 0.01% Triton; Potency, µM (titrated, usually from 114 µM), for the others: top-dose activity change, negative = inhibition, usual class: inhibitors; 0.041% of 370,000 active;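 further: potency means the concentration at half of the fitted maximal effect; 0% = no-compound wells and -100% = no-enzyme wells; nearly all actives have a fitted effect of over 25% in size; some results filed as inactive show a strong effect at the top dose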
Target sequence (P00811 whole entry, looked up): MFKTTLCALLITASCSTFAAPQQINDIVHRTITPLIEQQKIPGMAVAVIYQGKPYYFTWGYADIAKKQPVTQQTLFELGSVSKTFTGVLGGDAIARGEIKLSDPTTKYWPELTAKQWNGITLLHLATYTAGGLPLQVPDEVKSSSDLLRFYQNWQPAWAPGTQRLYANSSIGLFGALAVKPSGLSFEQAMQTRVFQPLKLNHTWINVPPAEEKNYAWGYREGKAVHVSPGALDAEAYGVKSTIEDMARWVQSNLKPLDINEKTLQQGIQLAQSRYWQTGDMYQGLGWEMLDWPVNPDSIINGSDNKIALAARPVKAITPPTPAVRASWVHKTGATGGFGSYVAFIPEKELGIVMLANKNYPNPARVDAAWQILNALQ
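20 mM phosphate pH 7.0 + 0.01% (detergent screen) or 0.0001% Triton X-100; 5.3 nM AmpC reagent; cpd preinc 15 min RT; nitrocefin (800 uM stock) to start; A480 q20 s × 4 min; Activity was normalised to no-enzyme and no-compound control wells.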
Giardia FBPA inh – qHTS Assay for Inhibitors of Fructose-1,6-bisphosphate Aldolase from Giardia Lamblia; Potency, µM (top dose mostly 59.6 µM), for the others: at the top dose activity, negative = inhibition, hits mostly inhibitors; purified Giardia FBPA; A8B2U2; 0.71% of 290,000 active; further: potency means the concentration at half of the fitted maximal effect; on the % scale 0 is the no-effect control and ±100 the full control effect; nearly all actives have a fitted effect of over 55% in size
Target sequence (A8B2U2 whole entry, looked up): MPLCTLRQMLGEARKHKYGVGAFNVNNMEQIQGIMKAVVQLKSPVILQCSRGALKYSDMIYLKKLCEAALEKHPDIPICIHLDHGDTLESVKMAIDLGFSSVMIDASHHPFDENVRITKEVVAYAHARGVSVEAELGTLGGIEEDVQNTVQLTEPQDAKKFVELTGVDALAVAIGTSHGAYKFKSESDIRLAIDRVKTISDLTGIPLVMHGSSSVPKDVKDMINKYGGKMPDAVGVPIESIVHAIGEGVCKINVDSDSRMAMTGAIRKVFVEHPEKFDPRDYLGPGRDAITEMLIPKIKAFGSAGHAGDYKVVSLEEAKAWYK
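Giardia FBPA (40 nM reagent) was preincubated 10 min at RT with compound (up to 57.5 uM final), then substrate plus GAPDH/TPI/NAD/arsenate coupling system with diaphorase/resazurin was added; resorufin fluorescence (525/598 nm) was read after 20 min.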
AMA1 RON2 block – qHTS for Inhibitors of AMA1-RON; Towards Development of Antimalarial Drug Lead: Primary Screen; AlphaScreen AMA1-biotinylated RON2 peptide binding; AID 720542, 2013; 0.2% of 360,000 active; Potency, µM (highest dose often 58.2 µM), for inactives: at the top dose activity change, negative = inhibition, actives largely listed as inhibitors; Plasmodium falciparum AMA1 (3D7) - RON2 peptide interaction;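 further: potency means the concentration at half of the fitted maximal effect; 0% = vehicle wells and -100% = peptide control; nearly all actives have a fitted effect of over 45% in size; some results filed as inactive show a strong effect at the top dose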
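AMA1 (3D7) with his tag at 25 nM final met compounds first, then biotinylated RON2 peptide at 25 nM; detection used donor plus acceptor beads, 10 µg/mL apiece, read by AlphaScreen after 30 min at room temperature.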
HCMV inh – qHTS Assay for inhibitors of the human cytomegalovirus (HCMV); HFF cells, HCMV-luciferase reporter, 72 h; active compounds read low; 4.5% of 410,000 active; AID 1259415, 2018; activity change, negative = inhibition, % at 57.5 µM; in the data active means activity change below about -60%; inconclusive means no clear call, values can overlap the other calls; inactive means above about -39%; further: on the % scale 0 is the no-effect control and ±100 the full control effect
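Compounds were evaluated in HFFs infected with an HCMV luciferase reporter virus (MOI 1 PFU/cell). Luciferase in lysates collected 72 h post infection served as the replication measure.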
Shiga inhibitor – A qHTS for Small Molecule Inhibitors of Shiga Toxin | Vero cells, Shiga toxin protein synthesis inhibition reporter | inhibition, % at 38.7 µM | 9.2% of 290,000 active | AID 2315, 2010; in the data active means inhibition mostly above about 28%, no sharp cut-off; inactive means mostly below about 43%; further: 0% is about no effect
Cycloheximide cs – Cycloheximide Counterscreen for Small Molecule Inhibitors of Shiga Toxin; cell reporter, cycloheximide protein synthesis inhibition counterscreen; AID 2314, 2010; 12% of 300,000 active; max response, %; in the data active means max response mostly above about 13%, no sharp cut-off; inactive means mostly below about 14%; further: read at 38.3 µM for the half of the compounds with a filed dose; 0% is about no effect
AmpC no deterg – qHTS Inhibitors of AmpC Beta-Lactamase (assay without detergent); P00811; AmpC nitrocefin hydrolysis, absorbance 480 nm, 0.0001% Triton; Potency, µM (series often up to 57.1 µM), for inactives: at the top dose activity change, negative = inhibition, usual class: inhibitors; 0.52% of 330,000 active; AID 485341, 2010;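 further: potency means the concentration at half of the fitted maximal effect; plate controls were no compound for no effect and no enzyme for full effect; nearly all actives have a fitted effect of over 20% in size; some results filed as inactive show a strong effect at the top dose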
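AmpC (5.3 nM in the dispensed reagent) in 20 mM phosphate pH 7.0 with 0.01% (detergent screen) or 0.0001% Triton X-100 was preincubated with compounds for 15 min at room temperature. Nitrocefin was then added from an 800 uM solution, and hydrolysis was followed at 480 nm.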
Active calls of the source: *; ? = inconclusive; . = not tested or not shown; & = joins results of further samples; [ ] = dose if it differs, or a comment. Unless noted, the call rests on the fitted dose curve; in most records, active means well fitted curve in the direction sought with a large enough effect; inconclusive means small, poorly fitted or top-dose-only effect, or another doubt; inactive means no such curve, though single readings can be large; an effect the other way counts as inactive or inconclusive.

Sequence of screens – AmpC detergent, Giardia FBPA inh, AMA1 RON2 block, HCMV inh, Shiga inhibitor, Cycloheximide cs, AmpC no deterg
O=[N+]([O-])c1ccc(CSc2nnc(-c3cnccn3)o2)cc1
  -4%, -11%, -24%, ?, 7, -3, -12%
O=c1cc(N2CCC(Cc3ccccc3)CC2)[nH]c(=O)n1C1CCCCC1
  -9%, 0%, -1%, 6, -15, 3, -16%
O=S(=O)(CCSc1ccccn1)c1nc2ccccc2s1
  3%, -4%, 21%, -39, -2, 20*, -22%
O=C(/C=C/c1c(F)cccc1Cl)Nc1nn[nH]n1
  3%, -10%, -12%, -8, 28, -2, -14%
CCOCCCNC(=O)C1CCCCN1S(=O)(=O)c1ccc(F)cc1 (stereo unspecified)
  -2%, -12%, 3%, 18, 3, -4, -2%
COc1ccc2c(CC(=O)OCC(=O)c3ccccc3OC)coc2c1
  -10%, 7%, -1%, 23, -7, 2, -2%
CCOc1cc(N2CCOCC2)c(OCC)cc1NC(=O)CSc1nccc(C)n1
  ?, -17%, 4%, 14, 23, 2, -8%[11.4 µM]
Cc1onc(-c2ccccc2Cl)c1C(=O)OCC(=O)c1ccc2c(c1)OCCO2
  -6%, -3%, -2%, -31, 121*, 59*, -28%
Cc1ccc(C)c(CN2CCN(c3ncccn3)CC2)c1
  -14%, ?, -29%, -28, -3, 2, -3%
CNCCOCC(O)CSc1ccccc1 (stereo unspecified)
  -10%, 0%, 14%, 8, 27, -6, 3%
Cc1c(C(=O)/C=C/N(C)C)nnn1-c1ccc(Cl)c(Cl)c1
  -3%, 5%, 3%, -32, 44, 15, -23%
CCOC(=O)COc1nc(-c2ccco2)cc(-c2ccco2)c1C#N
  -4%, -1%, -27%, -18, 8, -3, -4%
CCSCCOC(=O)C1=C(C)NC(=O)NC1c1cc(OC)ccc1OC (stereo unspecified)
  -3%, 7%, -1%, 15, 25, -3, -7%
COc1ccc(NC(=O)CN2C(=O)C(c3ccccc3)=NC23CCCCCC3)cc1OC
  -13%, 6%, 0%[2.32 µM], -14, 22, -2, 151%[activator]
CCC(C(=O)OC)n1cnc2scc(-c3ccc(C)cc3)c2c1=O (stereo unspecified)
  -4%, 2%, 8%, 24, -4, 1, 43%
CC(=O)NS(=O)(=O)c1ccc(NC(=O)C2C3C=CC(C3)C2C(=O)O)cc1 (stereo unspecified)
  -14%, -1%, -10%, 7, -9, -2, -23%
CSCCC(=O)N1C(C)CCCC1C(=O)O (stereo unspecified)
  -1%, -2%, 1%, 12, 12, -1, -4%
CCN1CCN(c2ccc(NC(=O)c3cccc(F)c3)cc2Cl)CC1
  2%, -4%, -4%, 189, 97*, 18*, -17%
COc1ccc(C2CC(c3ccc4ccccc4c3)=NN2C(=O)CNC2CCCCC2)cc1 (stereo unspecified)
  2%, ?, -7%, 3, 16, 3, 76%[activator]
Cn1c(=O)[nH]c(=O)c2c1nc(N1CCC(Cc3ccccc3)CC1)n2Cc1ccccc1
  5%, 0%, -24%, ., 20, -7, -1%
COc1ccc(OCC(O)CNS(=O)(=O)c2ccc(C)cc2)cc1 (stereo unspecified)
  -6%, 3%, -6%, 18, 8, -2, -4%
S=c1[nH]nc(-c2ccc(Cl)cc2)n1-c1ccc2c(c1)OCCO2
  -5%, 0%, -1%[2.32 µM], -14, 33, 0, -47%
O=C(NCc1ccc(Cl)cc1)c1ccc(CNc2c(N3CCOCC3)c(=O)c2=O)cc1
  8%, -1%, -5%, -31, -9, -1, -4%
COc1ccc(C(CC(=O)N2CCCC(C)C2)c2c(OC)cc(OC)c3c(-c4ccccc4)cc(=O)oc23)cc1 (stereo unspecified)
  -5%, -1%, -25%, -68*, -5, -2, 64%[activator]
CC(C)c1ccc(NC2CCCN(C(=O)c3cc(C(C)C)nc(N)n3)C2)cc1 (stereo unspecified)
  -14%, -8%, -10%, -6, 19, 8, 59%
COCCNC(=O)C(c1ccc(C)o1)N(Cc1cccs1)C(=O)c1snc(C(N)=O)c1N (stereo unspecified)
  ?, -2%, -24%, -31, -4, 1, 8%
Cc1ccc(S(=O)(=O)N(CC(=O)NC2CCCC2)c2cccc(C)c2)cc1
  -7%, -1%, -1%, ?, -4, -3, -5%
CC(C)(C)c1cc(N)on1
  -12%, 3%, -12%, -5, 10, -1, -7%
COCCn1c(SCC(=O)N2CCOCC2)nc2ccccc2c1=O
  -13%, -4%, -4%, 25, -8, 6, -1%
COC(CNC(=O)c1ccc2c(c1)ncn2-c1ccc(F)c(F)c1)OC
  2%, 4%, -12%, 12, 29, 13, -1%

A few values from the results shown:
COCCn1c(SCC(=O)N2CCOCC2)nc2ccccc2c1=O in AMA1 RON2 block is entered as -4%
COc1ccc(NC(=O)CN2C(=O)C(c3ccccc3)=NC23CCCCCC3)cc1OC in Giardia FBPA inh is entered as 6%
CCOC(=O)COc1nc(-c2ccco2)cc(-c2ccco2)c1C#N in HCMV inh is entered as -18

Continuation.
Sequence of screens – AmpC detergent, Giardia FBPA inh, AMA1 RON2 block, HCMV inh, Shiga inhibitor, Cycloheximide cs, AmpC no deterg
CC(=O)c1cn(CCC(C)C)c(=O)[nH]c1=O
  ?, 0%, 3%, -12, 2, 0, -10%
CS(=O)(=O)Nc1ccccc1C(=O)Nc1ccccc1C(=O)N1CCCC1
  -6%, 0%, -7%, -3, 11, -4, 2%
CCc1nnc(NS(=O)(=O)c2ccc(N3C(=O)c4ccc(C(=O)O)cc4C3=O)cc2)s1
  0%, 8%, -7%, -14, -10, -4, -9%
CC(C)(C)c1ccc(/C=C/C(=O)Nc2ccncc2)cc1
  -1%, 1%, 10%[2.32 µM], 7, 67*, 53*, -47%
CC1(C)C(=O)NCCN1C(=O)CCC(=O)O
  ?, 12%, 12%, 38, 10, -1, -34%
COc1ccc(CCC(C)NCc2cc(OC)cc(OC)c2)cc1 (stereo unspecified)
  2%, -6%, -7%, 9, -12, 8, -8%
O=C(COc1ccccc1[N+](=O)[O-])Nc1ccccc1N1CCCCC1
  -2%, ., -20%, ., -2, -3, -1%
CN(CC(=O)Nc1cccc(S(=O)(=O)N(C)C)c1)Cc1ccccc1
  ?, 2%, 5%, 11, 28, 23*, -1%
Cc1ncc(CN2CCCC(C(=O)Nc3ccc(-c4ccco4)cc3)C2)cn1 (stereo unspecified)
  -4%, ., -30%, -31, 4, 12, 170%[activator]
O=C(O)COc1ccc(/C=N/NC(=O)COc2nsnc2N2CCOCC2)cc1
  -7%, 27%, 11%, -1, -22, -1, 0%
Cc1csc(SCC(=O)Nc2ccc3c(c2)OCCO3)n1
  -5%, -1%, -2%, -25, 75*, 42*, -29%
CCOc1nc(NC(=O)NS(=O)(=O)Oc2cccc(Cl)c2)nc(-c2ccccc2)n1
  ?, 9%, 0%[11.6 µM], 2&37, -17, 17*, -32%
CC(C(=O)c1c[nH]c2ccccc12)N1CCc2ccccc2C1 (stereo unspecified)
  -2%, -29%, 0%, ?, 33, 1, -6%
Cn1nc(Oc2nc(N3CCOCC3)nc(N3CCOCC3)n2)ccc1=O
  ?, 5%, -15%, 71, -8, -8, -9%
COc1ccc(N=C(C)C2=C(O)CSC2=O)cc1
  -6%, -20%, 6%, 31, 45, 40*, -33%
CCC(C)C(NC(=O)OC(C)(C)C)C(=O)NC1COC2CC(n3ccc(=O)[nH]c3=O)OC12 (stereo unspecified)
  ., 5%, ., ., 8, -6, .
CS(=O)(=O)N(Cc1ccco1)CC(O)Cn1cc(C=O)c2ccccc21 (stereo unspecified)
  ?, 0%, -1%, -11, -20, -2, 0%
O=C(O)C=C1C2CC3CC(C2)CC1C3
  -8%, 2%, -7%, 1, 25, 0, -19%
CC1(c2ccccc2)CC(C)(C)N(C(=O)CSc2nnc(N)s2)c2ccccc21 (stereo unspecified)
  -4%, -2%, 15%, ?, -10, -6, -11%
Fc1cccc(CNCCc2c[nH]c3ccccc23)c1
  2%, -4%, -14%, -24, 2, -3, -28%
Cc1ccc(CNC(=O)C(C)C2Sc3ccccc3NC2=O)cc1 (stereo unspecified)
  -8%, 3%, 4%, -5, -13, -1, -25%
CC1(C)CC(=O)C(N=Nc2cc(Cl)c(Cl)c(Cl)c2)=C(O)C1
  -5%, -10%, 46%[activator], 4, -10, -3, -38%
CCCc1cc(=O)n2[nH]c(C)c(-c3ccccc3)c2n1
  ?, -2%, -3%, 90, -22, -8, -22%
CN1CCC(N2CCCC(C(=O)O)C2)CC1 (stereo unspecified)
  -13%, -22%, 1%, 47, -13, 1, -15%
O=C(COc1ccc(Cl)cc1)N1CCN(C(=O)c2cccs2)CC1
  2%, ?, -2%, -11, 10, -2, -17%
O=C(Nc1cccc(Cl)c1)c1ccc2c(c1)SC1=NS(=O)(=O)CCN12
  0%, -5%, 21%, -79*, -11, -4, -24%
O=C(NCCN1CCOCC1)c1ccc(-c2ccccc2)cc1
  -3%, 0%, -9%, -23, 38, 25*, 14%
COc1ccc(-c2noc3c2-c2nc(C4CCCCC4)sc2CC3)cc1
  ?, -8%, 10%, -2, 18, -1, -4%
COc1ccc2[nH]c(C)c(CCNC(=S)Nc3cc(C)cc(C)c3)c2c1
  -5%, -4%, 51%[activator], ?, -11, -4, -22%
Cc1ccc(C(=O)COC(=O)CCC(=O)Nc2cc(Cl)ccc2Cl)cc1[N+](=O)[O-]
  0%, 0%, 27%, 11, -19, -4, -15%

Next section.
Sequence of screens – AmpC detergent, Giardia FBPA inh, AMA1 RON2 block, HCMV inh, Shiga inhibitor, Cycloheximide cs, AmpC no deterg
CN(CCc1ccccc1)C(=O)c1cc(COc2ccc(F)cc2Cl)on1
  1%, ., 33%[activator], -12, 74*, 43*, 61%
Cc1nc2c3ccccc3nc(SCC(=O)N3CC(C)CC(C)C3)n2n1 (stereo unspecified)
  -14%, 4%, 7%, -15, -6, -3, -19%
COc1cc(NC(=O)C2CCCCC2)c(OC)cc1NC(=O)CN1CCCCC1
  -7%, 2%, -6%, -28, -6, -6, 25%
Cc1ccc(OCc2nnc(SCC(=O)Nc3ccc4c(c3)OCCO4)n2Cc2ccco2)cc1
  ?, -1%, -5%, -22, 33, -2, -24%
CCN(C[C@H]1N[C@@](C)(C(=O)OC)[C@H]2C(=O)N(C)C(=O)[C@@H]12)C(=O)c1ccc(C)cc1
  ., ., 1%, 18, ., ., -12%
Cc1ccc(CN2CCC(Oc3ccc(C(=O)NCc4ccccn4)cc3)CC2)o1
  0%, -3%, 4%, -21, -3, -1, -14%
COc1cc(OC)c(C2=NOC(C(=O)Nc3c(C)n(C)n(-c4ccccc4)c3=O)C2)cc1Cl (stereo unspecified)
  5%, 5%, 2%, -20, -3, -4, 0%
Cc1c(NC(=O)CSc2nnc(COc3ccccc3)n2-c2ccccc2)c(=O)n(-c2ccccc2)n1C
  -5%, 6%, 7%, -20, -17, -3, 43%
